C2C12 statin: suppression of simvastatin myotoxicity. C2C12 myotubes + simvastatin, ATP luminescence, 48 h; scaled: DMSO 0, geranylgeraniol control 100. rescue of ATP level, % at 7.49 µM. actives 0.78% (n = 330,000). AID 602340;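 active means mean ATP rescue above about 67%, or every replicate alone reaching that limit, limit read from the data, passing the limit was not always enough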;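 further: myotubes were challenged with 10 µM simvastatin during compound exposure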
esBAF inh: blocks esBAF chromatin remodeling in mouse ES cells; Bmi1-luciferase knock-in reporter, 24 h; 100% = twice the neutral-well signal; reporter increase, % at 12.5 µM; actives 2% (n = 350,000); AID 602393; in the data active means activation above about 40%;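 further: 0% = median of the plate's neutral control wells and 100% = double that signal; a rise in the Bmi1 reporter signal indicates esBAF inhibition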
SIRT5 block: sirtuin-5 (human) deacylase inhibition; Q9NXA8; Purified SirT5, succinyl-peptide AMC, trypsin-coupled fluorescence; actives 1.1% (n = 330,000); inhibition, % at 15 µM; in the data active means inhibition above about 15%
Target sequence (Q9NXA8 whole entry, looked up): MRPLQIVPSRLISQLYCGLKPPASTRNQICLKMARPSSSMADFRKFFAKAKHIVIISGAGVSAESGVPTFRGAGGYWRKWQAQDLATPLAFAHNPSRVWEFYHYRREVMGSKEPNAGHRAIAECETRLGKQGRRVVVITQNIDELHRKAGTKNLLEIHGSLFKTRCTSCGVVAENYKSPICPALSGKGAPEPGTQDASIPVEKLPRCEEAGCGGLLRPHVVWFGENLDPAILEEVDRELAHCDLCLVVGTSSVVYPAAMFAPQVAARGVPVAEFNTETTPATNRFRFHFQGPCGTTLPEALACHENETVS
miR122 inh: blocks miR-122 activity in Huh7 sensor cells | Huh7 miR-122 Renilla luciferase sensor, 48 h; neutral wells = 0, positive control = 100 | activation (reporter increase), % at 12.5 µM | actives 0.3% (n = 340,000) | AID 602342;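 active means mean replicate activation score at least 90 and every replicate individually at or above 90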;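 further: higher luciferase means less miR-122 activity so hits act as miR-122 inhibitors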
ARNT-TACC3 inh: ARNT/TACC3 interaction disruption. inhibition, % at 9.99 µM. actives 0.66% (n = 390,000). AID 623870. AlphaScreen His-ARNT PAS-B/GST-TACC3 binding, luminescence; TACC3 fragment carries E629A point mutation;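 active means mean inhibition of replicates at least 50% and at least half of replicates each reaching 50%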;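 further: 0% = complete ARNT plus TACC3 wells and 100% = ARNT alone without TACC3; many hits fall short of the cut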
Cneo AK release: causes C. neoformans cell lysis | lysis activity, % at 15 µM | AID 651654 | adenylate kinase release luminescence, 4 h; normalised: neutral wells 0, clomiphene wells 100 | actives 0.2% (n = 360,000);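 active means mean lysis activity across replicates of at least 80%, whatever share of replicates individually reach that level; inactive means mean lysis activity below 80%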
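Material – Cryptococcus neoformans yeast cells · Quantity – 5 × 10^6 yeast cells/mL · Buffer or medium – YPD medium · Compound – single dose · Timing – 4 h static compound exposure, 37 °C, read 1 h post-reagent · Signal – adenylate kinase release luminescence · Read-out basis – lysis from increased AK signal · Benchmarks – Clomiphene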
ERp5 block: ERp5 (human) disulfide isomerase inhibition | Q15084 | ERp5 insulin aggregation, absorbance 650 nm, 90 min | inhibition, % at 9.99 µM | actives 0.05% (n = 350,000) | AID 651711;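 active means mean replicate inhibition above about 25%, with every replicate also reaching it, limit read from the data, passing the limit was not always enough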
Target sequence (Q15084 whole entry, looked up): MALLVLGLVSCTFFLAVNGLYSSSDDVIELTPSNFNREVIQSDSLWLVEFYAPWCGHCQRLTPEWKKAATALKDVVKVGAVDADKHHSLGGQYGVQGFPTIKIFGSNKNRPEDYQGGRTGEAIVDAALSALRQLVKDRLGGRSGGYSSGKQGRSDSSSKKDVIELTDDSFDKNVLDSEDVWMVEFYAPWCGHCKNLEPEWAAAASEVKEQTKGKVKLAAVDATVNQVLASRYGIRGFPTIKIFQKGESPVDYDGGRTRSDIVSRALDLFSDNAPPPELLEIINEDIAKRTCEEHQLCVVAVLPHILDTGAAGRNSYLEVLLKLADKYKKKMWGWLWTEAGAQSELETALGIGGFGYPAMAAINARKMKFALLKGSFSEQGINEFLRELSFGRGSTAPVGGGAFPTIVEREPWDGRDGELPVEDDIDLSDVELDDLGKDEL
* = called active by the depositor; . = no result given; & = joins results of further samples; [ ] = remark or other dose.

The opening two entries as a preview:
#1 Cc1ccccc1C(=O)NC1CCN(C(=O)NC2CCCCC2)CC1
#2 COc1ccc(NS(=O)(=O)c2coc(C(N)=O)c2)cc1Cl
assay / compound	1	2
ERp5 block	3	-2
miR122 inh	0	-6
C2C12 statin	20	9
esBAF inh	-2	3
Cneo AK release	-1	-2
ARNT-TACC3 inh	-5	-3
SIRT5 block	0	.

The list itself (from the top)
#1 Cc1ccccc1C(=O)NC1CCN(C(=O)NC2CCCCC2)CC1
#2 COc1ccc(NS(=O)(=O)c2coc(C(N)=O)c2)cc1Cl
#3 COCCN(C(=O)CSc1nnc(-c2cccc(F)c2)n1N)c1c(N)n(CC(C)C)c(=O)[nH]c1=O
#4 O=C1c2ccccc2C(=O)N1CC(=O)N1c2ccccc2Sc2ccccc21
#5 COc1cccc(NC(=O)CSc2nnnn2C2CCCC2)c1
#6 CC1(C(=O)NS(=O)(=O)c2ccc(F)cc2F)CCN1C(=O)CC1CCCCC1 (stereo unspecified)
#7 Cc1ccc(S(=O)(=O)N2CCC(C(=O)Nc3nnc(COc4ccccc4)s3)CC2)cc1
#8 COc1cccc(NC(=O)CCCn2nc(C)c3c(C)n(-c4ccccc4)nc3c2=O)c1
assay / compound	1	2	3	4	5	6	7	8
ERp5 block	3	-2	0	-4	-13	-5	2	.
miR122 inh	0	-6	4	-2	-5	-2	.	-1
C2C12 statin	20	9	2	5	10	-5	-9	5
esBAF inh	-2	3	-10	9	-3	9	-6	3
Cneo AK release	-1	-2	-1	0	-2	1	4	0
ARNT-TACC3 inh	-5	-3	.	0	-4	.	6	1
SIRT5 block	0	.	0	-2	-5	-2	0	-26

#9 Cc1ccc(N(C(=O)c2snc(C(N)=O)c2N)C(C(=O)NCC2CCCO2)c2ccc(C)o2)c(C)c1 (stereo unspecified)
#10 Cc1ccc(NC(=O)Cn2cnc([N+](=O)[O-])c2)cc1C
#11 COCn1c(-c2cccc(Br)c2)nc2ccccc21
#12 CC(OC(=O)c1ccc(Cl)nc1)C(=O)NCc1ccc2c(c1)OCO2 (stereo unspecified)
#13 O=C(COC(=O)Cc1ccc(F)cc1)Nc1ccc(Cl)cn1
#14 O=C1c2ccccc2C(=O)N1c1ccc(S(=O)(=O)N2CCCCC2)cc1
#15 Cc1ccc2c(c1)N(C(=O)CCC(=O)NCc1cccc(Br)c1)CC(C)O2 (stereo unspecified)
#16 CCNC(=O)C[C@@H]1CC[C@H](NC(=O)NC2CCCCC2)[C@@H](CO)O1
assay / compound	9	10	11	12	13	14	15	16
ERp5 block	2	5	.	7	3	-13	11	0
miR122 inh	-4	-3	1	-1	-5	-5	-5	.
C2C12 statin	3	5	-5	7	-1	20	1	3
esBAF inh	1	-4	37	-4	-3	7	-1	-3
Cneo AK release	6	2	0	-1	3	-3	2	1
ARNT-TACC3 inh	-6	-3	-6	.	.	0	35	7
SIRT5 block	-5	-2	.	1	7	-5	9	5

#17 CCCCCCCn1c(NC(=O)CC)nc2ccccc21
#18 COc1cccc(NC(=O)N(C)C[C@H]2Oc3cc(Br)ccc3S(=O)(=O)N([C@H](C)CO)C[C@H]2C)c1
#19 COc1cccc(NC(=O)CN(C)C(=O)c2ccc(N3CCOCC3)c([N+](=O)[O-])c2)c1
#20 COc1ccc(C2=NOC(C(=O)Nc3cc(C)on3)C2)cc1 (stereo unspecified)
#21 O=[N+]([O-])c1cc2ncccc2c2ncccc12
#22 CCOC(=O)C1CCN(S(=O)(=O)c2c[nH]c(=O)[nH]c2=O)CC1
#23 CCN(CC)S(=O)(=O)c1ccc(/C(O)=C2/C(=O)C(=O)N(CCOC)C2c2ccccc2)cc1 (stereo unspecified)
#24 CC(C)CC#Cc1ccc2c(c1)O[C@@H](CN(C)Cc1cccnc1)[C@H](C)CN([C@@H](C)CO)S2(=O)=O
assay / compound	17	18	19	20	21	22	23	24
ERp5 block	0	4&4	6	-5	-2	0	.	3
miR122 inh	9	9	.	3	8	1	-3	28[16.7 µM]
C2C12 statin	.	3	.	5	-6	-4	.	-38
esBAF inh	.	-2&-5	.	3	-5	-7	.	5
Cneo AK release	0	-1&-6	1	0	-2	2	1	3
ARNT-TACC3 inh	-3	-1	4	-5	.	-16	-6	12
SIRT5 block	-3	-7&1	11	.	-4	0	.	10

Rewritten tab-delimited: 4 of the compounds above
entry	Compound	ERp5 block	miR122 inh	C2C12 statin	esBAF inh	Cneo AK release	ARNT-TACC3 inh	SIRT5 block
18	COc1cccc(NC(=O)N(C)C[C@H]2Oc3cc(Br)ccc3S(=O)(=O)N([C@H](C)CO)C[C@H]2C)c1	4&4	9	3	-2&-5	-1&-6	-1	-7&1
19	COc1cccc(NC(=O)CN(C)C(=O)c2ccc(N3CCOCC3)c([N+](=O)[O-])c2)c1	6	.	.	.	1	4	11
20	COc1ccc(C2=NOC(C(=O)Nc3cc(C)on3)C2)cc1 (stereo unspecified)	-5	3	5	3	0	-5	.
21	O=[N+]([O-])c1cc2ncccc2c2ncccc12	-2	8	-6	-5	-2	.	-4

(more compounds)
#25 CCN1CCCC1CNCc1cc(OC)c(OC)c(OC)c1 (stereo unspecified)
#26 O=C(CN1C(=O)COCC1=O)N1CCOCC1
#27 C[C@H]1CN([C@@H](C)CO)C(=O)c2cc(-c3cccc(F)c3)cnc2O[C@H]1CN(C)C(=O)c1cccc(F)c1
#28 CC(C)c1ccc(NC(=O)CCNS(=O)(=O)c2ccc3[nH]c(=O)oc3c2)cc1
#29 Cc1ccc(S(=O)(=O)N2CCOCC2)cc1C(=O)NC(C)CCc1ccccc1 (stereo unspecified)
#30 CCOc1ccccc1N1CCN(c2ncnc3scc(-c4ccc(OC)cc4)c23)CC1
#31 CCOC(=O)CSc1nnc(-c2c[nH]c3ccccc23)n1CC
#32 O=C(Nc1ccc(F)cc1F)NC1CCCCCCC1
assay / compound	25	26	27	28	29	30	31	32
ERp5 block	4	.	2	-3	4	4	0	2
miR122 inh	-1	-9	5[16.7 µM]	9	.	.	5	-8
C2C12 statin	4	.	44	6	4	-15	7	10
esBAF inh	-1	-10	0	-3	4	2	-4	63*
Cneo AK release	1	5	-1	0	0	9	-1	-8
ARNT-TACC3 inh	.	-4	-2	-1	0	3	-5	-4
SIRT5 block	-1	.	-3	-1	-7	0	3	-5

#33 CCC(CC)NC(=O)CN1CCN(S(=O)(=O)c2cccs2)CC1
#34 CSc1ccc(C2=C/C(=C3/SC(=S)NC3=O)c3ccccc3O2)cc1
#35 Cn1c(=O)c2c(ncn2CC(=O)OCC(=O)Nc2ccc(Cl)cc2)n(C)c1=O
#36 CCOC(=O)Cc1csc(NC(=O)CC)n1
#37 CC1(C)CC(=O)C(C=NCCN2CCN(CCCCS(=O)(=O)O)CC2)=C(O)C1
#38 CC(C)C#Cc1ccc2c(c1)O[C@H](CN(C)C)[C@@H](C)CN([C@H](C)CO)S2(=O)=O
#39 Cc1ccc(CNC(=O)c2ccc(N3CCC4(CC3)CC(c3ccccc3)=NO4)c(NC(=O)c3ccccc3)c2)cc1
#40 O=C(O)[C@@H]1[C@@H](CO)[C@@H]2Cn3c(ccc(C4=CCCCC4)c3=O)[C@@H]2N1Cc1ccc2c(c1)OCO2
assay / compound	33	34	35	36	37	38	39	40
ERp5 block	-1	-6	.	4	.	-1	3	6
miR122 inh	-1	4	-23	2	2	.	-4	-5[16.7 µM]
C2C12 statin	15	-5	.	6	.	2	13	5
esBAF inh	-5	-1	.	11	-6	10	5	2
Cneo AK release	-2	2	-1	2	2	4	4	1
ARNT-TACC3 inh	2	1	0	-7	-1	-1	-6	9
SIRT5 block	-3	-4	.	.	.	0	.	0

#41 Cc1noc(C)c1NC(=O)Nc1ccc2c(c1)C(=O)N([C@H](C)CO)C[C@H](C)[C@H](CN(C)C(=O)Nc1ccccc1)OCCCC[C@@H](C)O2
#42 CN1CCC(=NNC(=O)c2cn(-c3ccccc3)nc2-c2ccccc2)CC1
#43 CCn1c(O)c(N=NC(=O)CNc2cccc(C)c2)c2ccccc21
#44 C#CCNC(=O)C1=C[C@H](c2cn(C(C)=O)c3ccccc23)C[C@H](OCc2ccc(CO)cc2)O1
#45 COc1ccccc1CN1CCN(C(CC(C)C)c2nnnn2Cc2cccs2)CC1 (stereo unspecified)
#46 Cc1sc2nc(CSC(C)C(=O)Nc3ccc(C#N)cc3)[nH]c(=O)c2c1C (stereo unspecified)
#47 COc1ccccc1CNC(=O)C[C@H]1CC[C@H]2[C@@H](COC[C@@H](O)CN2Cc2cccc(-c3ccncc3)c2)O1
#48 Cc1cc(C(=O)Nc2cccc3c2O[C@@H](CN(C)Cc2ccc(-c4ccccc4)cc2)[C@@H](C)CN([C@@H](C)CO)C3=O)n(C)n1
assay / compound	41	42	43	44	45	46	47	48
ERp5 block	3	7	-4	1&13	.	0	4	6
miR122 inh	5[16.7 µM]	-5	.	.	-2	1	-7[16.7 µM]	1[16.7 µM]
C2C12 statin	8	-3	.	-39	.	-16	8	-26
esBAF inh	2	-3	.	18	.	10	3	-4
Cneo AK release	3	0	.	6&-2	-1	0	2	-1
ARNT-TACC3 inh	-7	.	10	3&-3	16	3	4	-4
SIRT5 block	4	-2	-1	-2	.	1	1	5

Complete entries as entered above. Order of screens: ERp5 block | miR122 inh | C2C12 statin | esBAF inh | Cneo AK release | ARNT-TACC3 inh | SIRT5 block
C#CCNC(=O)C1=C[C@H](c2cn(C(C)=O)c3ccccc23)C[C@H](OCc2ccc(CO)cc2)O1 is listed as 1&13 | . | -39 | 18 | 6&-2 | 3&-3 | -2
COc1ccccc1CNC(=O)C[C@H]1CC[C@H]2[C@@H](COC[C@@H](O)CN2Cc2cccc(-c3ccncc3)c2)O1 is listed as 4 | -7[16.7 µM] | 8 | 3 | 2 | 4 | 1

(cont.)
#49 CCCCN(C(=O)c1ccc(N2CCCC2=O)cc1)c1c(N)n(CCCC)c(=O)[nH]c1=O
#50 COc1ccccc1C(=O)NNC(=S)NC(=O)c1cc(OC)c(OC)c(OC)c1
#51 CCOc1ccccc1C(=O)NCC(=O)Nc1ncccc1C
#52 COc1cccc(C2CC(c3ccccc3)Nc3ncnn32)c1 (stereo unspecified)
#53 COc1ccc(N(CC(=O)N2CCN(c3ccccc3F)CC2)S(=O)(=O)c2c(C)noc2C)cc1
#54 COc1ccc(NC(=O)COC(=O)c2cc(SC)ccc2Cl)c(OC)c1
#55 Cc1sc2ncnc(N3CCC(C(=O)Oc4cccc(Cl)c4Cl)CC3)c2c1C
#56 Cc1nn(CC(=O)N2CCN(Cc3ccccc3)CC2)c(=O)c2ccccc12
assay / compound	49	50	51	52	53	54	55	56
ERp5 block	2	-6	4	.	-3	.	-4	.
miR122 inh	.	.	-4	4	-9	-7	2	2
C2C12 statin	11	.	2	0	1	.	1	4
esBAF inh	-3	.	1	0	-1	.	-10	3
Cneo AK release	.	.	-4	3	-1	2	1	5
ARNT-TACC3 inh	-1	-1	-1	3	-5	-2	-5	-4
SIRT5 block	-3	9	-5	.	-3	.	-2	.

#57 CCCCNC(=O)C1(C)CCN1C(=O)c1cccc(OC(F)(F)F)c1 (stereo unspecified)
#58 Cc1ccc(NC(=O)COc2ccc(/C=N/NC(=O)CSCc3ccccc3)cc2)cc1
#59 COCC(=O)NNC(=O)c1ccc(OC)cc1
#60 O=S(=O)(NCc1ccco1)c1cnc(Cl)c(Cl)c1
#61 CO[C@@H]1CC[C@H]2CCN(C)C(=O)C[C@@H](c3ccccc3)CN(C)C(=O)c3cccc(C#N)c3OC[C@H]1O2
#62 CC(C)C(=O)Nc1ccc2nn(-c3ccccc3)nc2c1
#63 COc1cccc(CN2CCN(Cc3c(C)nn(C(C)C)c3C)CC2CCO)c1 (stereo unspecified)
#64 O=C(CSc1ccccc1F)Nc1ccc2c(c1)OCO2
#65 CCC(C)NS(=O)(=O)c1ccc(OCC(=O)N2CCCC2)cc1 (stereo unspecified)
assay / compound	57	58	59	60	61	62	63	64	65
ERp5 block	0	.	4	-1	6	1	2	1	-5
miR122 inh	-4	-11	.	-2	.	-5	-2	1	.
C2C12 statin	-3	-6	.	0	-5	-24	1	-1	.
esBAF inh	1	4	.	-3	1	9	0	30	.
Cneo AK release	-1	0	.	2	1	2	0	0	.
ARNT-TACC3 inh	.	-12	-2	-3	-6	20	26	-3	1
SIRT5 block	.	.	-8	-4	-3	-2	-1	.	-4
